Compound activity: PubChem BioAssay, several laboratories
PP5 primary = blocks human protein phosphatase 5 activity. P53041. purified PP5c, OMFP substrate fluorescence. inhibition, % at 6.7 µM. 0.18% of 320,000 active. AID 1987;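 active means inhibition above the campaign's mean inhibition across all tested compounds plus 3 SD, cut at about 9.5% in these data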;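 further: 0% = DMSO only and 100% = 100 µM cantharidin control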
Target sequence (P53041 whole entry, looked up): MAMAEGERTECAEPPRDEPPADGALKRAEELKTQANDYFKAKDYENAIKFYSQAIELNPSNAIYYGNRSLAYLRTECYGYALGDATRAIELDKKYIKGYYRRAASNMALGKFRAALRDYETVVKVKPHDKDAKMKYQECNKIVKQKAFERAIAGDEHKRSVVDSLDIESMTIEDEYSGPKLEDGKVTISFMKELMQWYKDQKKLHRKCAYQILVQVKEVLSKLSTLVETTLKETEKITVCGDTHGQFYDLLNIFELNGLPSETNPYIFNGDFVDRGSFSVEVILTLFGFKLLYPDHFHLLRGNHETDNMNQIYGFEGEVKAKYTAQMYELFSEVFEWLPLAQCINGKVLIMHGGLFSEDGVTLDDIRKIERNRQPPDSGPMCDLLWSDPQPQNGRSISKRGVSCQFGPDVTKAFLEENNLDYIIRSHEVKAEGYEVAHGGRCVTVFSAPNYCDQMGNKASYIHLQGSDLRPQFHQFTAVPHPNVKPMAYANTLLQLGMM
procasp7 counter = activates human procaspase-7, counter-screen for procaspase-3 activators; 0.093% of 330,000 active; activation, % at 8.5 µM; recombinant procaspase-7, Ac-DEVD-pNA absorbance 405 nm; D23A/D198A/D206A triple mutant, cannot self-cleave; scale: DMSO 0, 5 µM enzyme 100; P55210;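 active means percent activation above the screen-wide mean plus 3 SD, cut at about 25% in these data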
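Test system: Procaspase-7 triple mutant (PC-7 D3A). Also added: Ac-DEVD-pNA substrate, 400 µM as added. Schedule: 1 h enzyme–compound preincubation and 2 h substrate reaction, both 25 °C. Signal: p-Nitroaniline absorbance at 405 nm, read at 0 and 120 min. Control set: low DMSO alone, high DMSO plus 5 µM PC-7.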
PP1 inh = PP1-alpha (human) inhibition in PP5 counter-screen; 0.9% of 320,000 active; AID 2235; inhibition, % at 6.7 µM; P62136; purified PP1alpha, OMFP fluorescence;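 active means inhibition above the mean inhibition of all tested compounds plus 3 SD, computed separately for each screening campaign, cut at about 15% in these data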
Target sequence (P62136 whole entry, looked up): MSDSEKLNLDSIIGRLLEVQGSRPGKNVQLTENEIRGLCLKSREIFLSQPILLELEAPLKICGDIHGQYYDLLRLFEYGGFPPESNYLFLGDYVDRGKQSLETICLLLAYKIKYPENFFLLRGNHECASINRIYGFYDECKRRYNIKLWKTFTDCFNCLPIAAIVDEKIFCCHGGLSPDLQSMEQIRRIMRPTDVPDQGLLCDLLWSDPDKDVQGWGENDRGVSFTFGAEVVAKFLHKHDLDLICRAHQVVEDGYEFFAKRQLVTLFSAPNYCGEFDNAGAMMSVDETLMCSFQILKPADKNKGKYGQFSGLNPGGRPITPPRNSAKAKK
Efflux pump mplx = blocks antifungal efflux pumps in multiplex yeast assay; S. cerevisiae Candida pump triplex, Nile Red efflux; inhibition, % at 10 µM; 0.44% of 330,000 active; AID 485275;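 active means plate passing quality check with inhibition over a set limit, or well fluorescence over plate mean plus 4 SD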;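 further: Nile Red retained in pooled yeast measured as flow cytometry median fluorescence; 0% = buffer negative control and 100% = Enniatin B positive control; higher means more Nile Red kept so more efflux inhibition; some compounds called inactive have numbers as strong as hits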
Fh CTSL1 inh = cathepsin L1 inhibition, PFM18AAP counter-screen | AID 1906 | inhibition, % at 5.96 µM | recombinant F. hepatica cathepsin L1, Z-Leu-Arg-MCA fluorescence | 0.49% of 300,000 active;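 active means inhibition above the mean of all tested compounds plus 3 SD, set per screening campaign, cut at about 17% in these data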;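 further: 0% = plate median of test compound wells and 100% = 1 µM Z-Phe-Ala-diazomethylketone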
proCasp3 act = procaspase-3 (human) activation; P42574; 0.11% of 330,000 active; recombinant procaspase-3 D3A, Ac-DEVD-pNA absorbance 405 nm; AID 463141; activation, % at 8.5 µM;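 active means activation above the mean of all tested compounds plus 3 SD, cut at about 21% in these data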;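 further: 0% = DMSO alone and 100% = DMSO wells spiked with extra 5 µM PC-3 D3A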
Target sequence (P42574 whole entry D9A/D28A/D175A): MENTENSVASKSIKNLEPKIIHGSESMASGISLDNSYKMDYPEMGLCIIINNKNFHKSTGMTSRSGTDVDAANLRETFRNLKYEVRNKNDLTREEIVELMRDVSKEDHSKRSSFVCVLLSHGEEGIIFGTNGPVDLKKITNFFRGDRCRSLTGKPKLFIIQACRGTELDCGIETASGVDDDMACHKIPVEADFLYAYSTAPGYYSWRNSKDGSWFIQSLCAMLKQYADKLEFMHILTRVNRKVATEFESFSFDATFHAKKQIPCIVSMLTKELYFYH
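assay system = Procaspase-3 D3A mutant | signal = absorbance at 405 nm, 0 and 120 min | times = 1 h preincubation plus 2 h reaction at 25 °C | repeats = single replicate | read-out = % activation between DMSO and enzyme-spiked controls | medium = Zinc-free HEPES saline buffer with Triton X-100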
core dimer inh = HCV core protein dimerization inhibition; TR-FRET GST/Flag-core106 dimerization, 1536-well; inhibition, % at 5 µM; 0.33% of 300,000 active;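 active means inhibition above the mean of all tested compounds plus 3 SD, set per screening campaign, cut at about 45% in these data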
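assay system = GST-tagged and Flag-tagged HCV core protein residues 1-106 | controls = unlabelled core106 and no-GST-core106 wells | incubation = compound-protein-antibody incubation 4 h at 22.5 °C | probe or stimulus = Eu donor and XL665 acceptor anti-tag antibodies | read-out = % inhibition based on acceptor/donor emission ratio | signal = TR-FRET 671 and 617 nm emission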
TPT1 inh = blocks Candida albicans tRNA 2'-phosphotransferase | AID 1962 | 0.81% of 300,000 active | recombinant caTPT1, FP RNA substrate dephosphorylation | inhibition, % at 5 µM;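 active means inhibition above the mean of all tested compounds plus 3 SD, set per screening campaign, cut at about 24% in these data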;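 further: plate controls were DMSO alone for no effect and ferristatin control at 100 nM for full effect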
JMJD2C inh = inhibitors of human GASC-1 (JMJD2C) demethylase | Q9H3R0 | GST-JMJD2C(1-420) H3K9me3 demethylation, DELFIA europium | inhibition, % at 2.35 µM | 0.069% of 330,000 active | AID 2099;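 active means more than half of a compound's replicate wells show inhibition beyond 50%, single wells judged on their own value; inconclusive means some, but no more than half, of replicates pass 50% inhibition; inactive means no replicate passes 50% inhibition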;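 further: signal counts dimethyl H3K9 product captured on neutravidin plate; 0% = median of DMSO wells and 100% = 0.3 times that DMSO median; strong numbers were not always called active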
* hit, by the source's call; ? = inconclusive; · = no result given; & = joins results of further samples; ! = repeats disagree.

SMILES	PP5 primary	procasp7 counter	PP1 inh	Efflux pump mplx	Fh CTSL1 inh	proCasp3 act	core dimer inh	TPT1 inh	JMJD2C inh
COc1ccc(NC(=S)N2CCC(NC(=O)c3ccccc3C)CC2)cc1	1.5	-6	6	0.0	-2	6	0	-1	15
COC(=O)c1ccc2nc(-c3ccc(S(C)(=O)=O)cc3)cn2c1	-1.7	8	0	0.1	1	-7	-3	8	-4
CCCN(C(=O)CN1C(=O)NC2(CCCCCC2)C1=O)C1CCS(=O)(=O)C1 (configuration not stated)	3.3	-3	-1	0.0	3	0	-3	1	-6
O=C(Nc1ccc(CN2CCOCC2)cc1)c1ccc(-c2cc(Cl)ccc2Cl)o1	1.7	16	4	-0.1	2	0	9	-2	1
COC(=O)c1cc2c(C)nn(-c3ccccc3)c2s1	2.0	5	1	-0.1	1	9	-10	-2	2
O=C(Cn1cnc2ccccc2c1=O)Nc1ccc2c(c1)OCO2	1.8	3	0	0.4	-3	-10	0	-1	-10
CCCCc1cc(=O)oc2cc(C)cc(OCC(=O)NCc3cccnc3)c12	-2.1	-4	-1	-0.2	-4	10	-1	0	?
O=C(Nc1ccccn1)C1CCN(c2ncnc3c2nc2n3CCCCC2)CC1	1.9	2	0	0.1	-3	3	-6	4	-6
O=C(CSc1ccc(-c2ccc(F)cc2)nn1)Nc1ccc2c(c1)OCCO2	0.5	-5	3	0.2	-2	-1	5	6	2
NC(=O)c1ccc(NC(=O)c2cccc(Oc3ccccc3)c2)cc1	2.4	12	3	0.0	9	4	0	-2	0
CCOC(=O)Cc1csc(NC(=O)COc2ccc(N(C)S(=O)(=O)c3ccc(C)cc3)cc2)n1	3.8	6	-2	0.1	-4	2	13	1	1
O=C(CSc1cccc[n+]1[O-])c1ccc(-c2ccccc2)cc1	0.4	-10	-2	0.0	2	0	8	1	-1
Cc1ccc(S(=O)(=O)Nc2cccc3c2O[C@H](CN(C)Cc2ccc(-c4ccccc4)cc2)[C@@H](C)CN([C@H](C)CO)C3=O)cc1	·	-6	·	0.0	·	6	·	·	-17
Cc1cc(C)cc(NC(=O)COc2coc(CN3CCc4ccccc43)cc2=O)c1	2.7	-7	11	-0.1	-5	-1	8	-3	-11
CCOC(=O)CNC(=O)C1CCC(CNS(=O)(=O)c2cccc3nsnc23)CC1 (configuration not stated)	2.3	-5	-1	0.1	0	7	-4	0	-7
COC(=O)C1(C(F)(F)F)N=C(N(C)C)OC(N(C)C)=N1	1.3	8	0	-0.2	6	10	-5	0	8
CCOC(=O)C1(CCOC)CCN(Cc2ccc(C3CCCCO3)s2)CC1 (configuration not stated)	0.4	2	0	-0.1	-4	-1	5	1	-10
O=C(CC(c1ccccc1)c1ccco1)N1CCCCC1 (configuration not stated)	-1.4	-2	-3	0.0	12	8	-1	-2	-33
COc1cc(S(=O)(=O)N2CCN(C)CC2)ccc1Cl	-0.5	-2	-1	0.0	-2	4	-1	-4	-20&7
COc1cc(CCC(=O)OCC(=O)Nc2ccc(C)cc2Br)cc(OC)c1OC	1.6	0	2	0.1	-17	-11	-5	-2	5
O=C(NNc1ccnc2cc(Cl)ccc12)C1CCCCC1	2.3	1	-1	0.9	14	6	2	7	-20
O=C(CSc1nc2ccccc2[nH]1)Nc1cccc(S(=O)(=O)N2CCOCC2)c1	-0.1	5	0	-0.1	1	-3	4	3	-10
NC(=O)c1cccc(CC(=O)c2ccccc2)c1	-0.3	0	7	0.1	2	-1	4	74*	-15
COc1ccc(N2CCN(S(=O)(=O)CCNC(=O)Cc3ccc([N+](=O)[O-])cc3)CC2)cc1	2.3	9	3	-0.1	2	6	-7	-2	-3
CC1CCN(CC(=O)Nc2nn(-c3ccccc3)nc2C(N)=O)CC1	2.8	12	-2	-0.1	-1	0	-4	-4	5

Rewritten with each value named: 2 of the compounds above
O=C(Cn1cnc2ccccc2c1=O)Nc1ccc2c(c1)OCO2
  PP5 primary = 1.8
  procasp7 counter = 3
  PP1 inh = 0
  Efflux pump mplx = 0.4
  Fh CTSL1 inh = -3
  proCasp3 act = -10
  core dimer inh = 0
  TPT1 inh = -1
  JMJD2C inh = -10

CCCCc1cc(=O)oc2cc(C)cc(OCC(=O)NCc3cccnc3)c12
  PP5 primary = -2.1
  procasp7 counter = -4
  PP1 inh = -1
  Efflux pump mplx = -0.2
  Fh CTSL1 inh = -4
  proCasp3 act = 10
  core dimer inh = -1
  TPT1 inh = 0
  JMJD2C inh = ?

Going on with the list.
SMILES	PP5 primary	procasp7 counter	PP1 inh	Efflux pump mplx	Fh CTSL1 inh	proCasp3 act	core dimer inh	TPT1 inh	JMJD2C inh
COCc1cc(=O)n2[nH]c(C)nc2n1	2.0	10	-8	0.2	0	-6	-2	2	23
O=C(NCCOCCOCCNC(=O)c1ccccc1)c1ccccc1	0.7	6	-3	0.0	5	-11	-4	-1	13
COc1cc(OC)c(C2=NOC(C(=O)Nc3cc(C)nn3-c3ccccc3)C2)cc1Cl (configuration not stated)	1.2	11	0	-0.1	-2	0	6	1	-7
C/C(NC(=O)c1cccc(F)c1)=C1/C(=O)C[C@@H]2[C@H]1C2(C)C	1.1	8	0	0.0	-2	5	2	1	11
CCN(CC)CCN1C(=O)c2ccccc2NC1c1ccc(Br)cc1 (configuration not stated)	-1.6	-1	3	0.0	4	1	1	2	-25
Cc1nn(-c2ccccc2)c(Cl)c1/C=N/Nc1nnc(C)c(=O)[nH]1	4.2	-3	-4	0.0	1	-3	0	-6	4
Cc1c(NC(=O)CN2C(=O)NC(C)(c3ccc(Cl)cc3)C2=O)c(=O)n(-c2ccccc2)n1C (configuration not stated)	-2.7	2	-1	-0.1	-2	8	3	-1	-8
CSc1nnc(Cn2c(=O)sc3ccccc32)n1CCc1ccccc1	0.8	6	3	0.0	2	-5	8	-2	20
COc1ccc2ccccc2c1CN1CCN(C(=O)c2ccccc2)CC1	3.3	-1	2	0.0	4	3	6	-1	·
Cc1ccnc(SCC(N)=O)n1	1.3	7	-5	-0.5	-8	6	-4	-5	-9
COC(=O)c1ccccc1NC(=O)c1ccc(-c2ccccc2F)o1	-1.1	3	-3	-0.1	0	7	-3	0	8
Cc1cc(C)cc(NC2=NC3(CCCCC3)N=C(N)N2)c1	-1.6	0	-5	-0.1	2	-1	-4	-7	3
COCCn1c(N)c(N(Cc2ccccc2)C(=O)C2CCCC2)c(=O)[nH]c1=O	-2.1	-3	7	0.1	-6	-2	3	-3	46
Cc1[nH]n(-c2cccc3ccccc23)c(=O)c1C=Nc1ccc2[nH]c(=O)[nH]c2c1	0.2	-9	-1	0.1	4	-6	-1	3	4
NCCCS(=O)(=O)O	1.6&-0.5	2&-5	3&0	0.1&-0.1	19*!	0&11	-14&2	-1&-1	9
CC1CCC/C(=N/Nc2nc3ccccc3s2)C1 (configuration not stated)	1.7	-10	-2	-0.2	-1	-2	-4	1	-5
Cc1ccc(CN2CCN(/N=C\c3cccc([N+](=O)[O-])c3)CC2)cc1	1.3	-11	0	0.3	6	-4	4	1	-5
CCOC(=O)C1=C(CN2CCN(C(=O)OCC)CC2)NC(=O)NC1c1ccc2c(c1)OCO2 (configuration not stated)	1.7	-4	2	0.3	2	-1	-1	6	114
O=C1CN(C(=O)c2ccc(Cl)c(S(=O)(=O)N3CCc4ccccc43)c2)c2ccccc2N1	-0.5	-4	3	-0.1	4	6	4	1	6
CN(C(=O)CCCN1C(=O)c2cccc3cccc(c23)C1=O)c1ccccc1	1.4	-4	0	0.3	1	9	3	1	7
CCC(=O)CCC(=O)c1ccc2ccccc2c1	-1.2	-2	0	0.1	-1	-1	-2	-1	-12
O=C(NC(Cc1ccccc1)C(=O)O)/C(=C/c1ccc([N+](=O)[O-])cc1)NC(=O)c1ccco1 (configuration not stated)	-3.9	-19	-9	0.1	-1	-26	-16	10	5
CCOC(=O)c1cn[nH]c1N	-3.4	5	0	-0.3	-3	3	-3	1	4
CC(C)NC(=O)c1ccccc1NC(=O)Cc1ccc([N+](=O)[O-])cc1	0.2	3	-2	-0.1	3	5	-2	-4	-1
CCOC(=O)c1nn(-c2ccc(C)c(C)c2)c(=O)c2c(N)scc12	6.7	-30	4	0.0	12	-17	3	-1	45
Next part.
SMILES	PP5 primary	procasp7 counter	PP1 inh	Efflux pump mplx	Fh CTSL1 inh	proCasp3 act	core dimer inh	TPT1 inh	JMJD2C inh
CCOC(=O)c1cnc(-n2nc(C)cc2C)nc1Oc1ccc(C#N)cc1	1.4	2	-4	0.1	1	-1	-3	0	9
CC1CC(C)CN(C(=O)c2cccc(S(=O)(=O)NCc3ccccc3)c2)C1 (configuration not stated)	·	3	·	-0.1	·	11	·	·	-1
CCOC(=O)N1CCC(NC(=O)c2cc(S(=O)(=O)N3CCc4ccccc43)cn2C)CC1	-0.3	5	-1	0.0	-1	9	4	-4	?
COc1cccc(CNC(=O)CCC2CCCN(C(=O)C3=CC(=O)CC(C)(C)O3)C2)c1 (configuration not stated)	-1.0	5	-5	0.1	-3	-8	1	1	-12
CN(C)S(=O)(=O)c1cccc(NC(=O)COC(=O)c2c[nH]c(=O)[nH]c2=O)c1	3.2	5	6	-0.1	-3	-3	-10	-5	5
CCOc1cccc(C(=O)Nc2ccc3ccccc3c2)c1	7.3	10	0	0.1	0	-1	1	1	12
COc1ccc(OC)c(CC(NC(C)=O)C(=O)NC2CCN(c3cc(C)nc4ncnn34)CC2)c1 (configuration not stated)	-0.2	5	-2	0.1	-2	11	-3	-3	-7
O=C(NCCOc1ccccc1)c1ccccc1Cl	-0.6	10	-3	-0.2	-9	-4	0	1	-1
CCCCn1c(N)c(N(CC)C(=O)c2cc(S(=O)(=O)N3CCCCCC3)ccc2OC)c(=O)[nH]c1=O	-1.7	6	-5	-0.1	2	8	-8	0	79
COc1ccc(NC(=O)Nc2c(C)n(C)n(-c3ccccc3)c2=O)cc1	2.7	-6	0	0.2	-3	8	3	1	-9
Cc1ccccc1CNC(=O)Nc1ccc(Cl)cc1	1.2	3	-6	0.0	-1	-3	-1	0	8
CCC1(c2ccccc2)NC(=O)N(CC(=O)N2CCc3ccccc32)C1=O (configuration not stated)	·	-4	·	0.0	·	6	·	·	5
COc1ccccc1NC(=O)COC(=O)COc1cccc2c1OC(C)(C)C2	1.2	7	1	0.0	-4	1	0	1	1
NC1=NC(=O)/C(=C/c2cccs2)S1	1.5	-5	1	0.0	7	9	-9	1	-4
CCOc1ccc(-c2nnc(-c3ccccc3)n2-c2ccccc2)cc1	0.4	1	7	0.3	-1	-8	14	-2	-2
COc1cccc(C(=O)n2c(SC)nc3cc4c(cc32)OCCO4)c1	0.0	3	0	-0.1	-4	-6	-1	1	-17
Cc1[nH][nH]c(=O)c1C(c1ccc(O)c(Br)c1)c1c(C)[nH][nH]c1=O	0.6	-3	-3	0.3	1	2	3	2	-8

No enrichment for hits; 2.9% or so of the library scored in one or more.
